From PubChem
HKDC1 inhibitor: HKDC1 (human) hexokinase inhibition; Q2TB90; recombinant HKDC1, G6PDH/diaphorase resazurin coupled fluorescence; inhibition, % at 20 µM; hit rate 0.16% among 340,000;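 active = inhibition above about 35% when tested at 20 µM, limit read from the data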;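 also: plate controls were DMSO wells with enzyme for no effect and DMSO wells lacking enzyme for full effect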
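Test system: recombinant HKDC1 (HK5) hexokinase enzyme, produced in-house; Amount: enzyme 5 µg/mL final; Buffer or medium: Tris pH 8.0 buffer with MgCl2, Tween-20, BSA, BME; Reagent: glucose and ATP substrates; Doses: 20 µM test compound, 1% DMSO; Incubation: 90 min reaction incubation at room temperature, dark; Detection: resorufin fluorescence at 613 nm.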
SENP6 block: SENP6 protease inhibition; Q9GZR1; Recombinant SENP6 catalytic domain, aminoluciferin luminescence; inhibition, % at 10 µM; hit rate 1.8% among 330,000;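 active = inhibition above about 50% at the single tested dose, limit read from the data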;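 also: plate controls were DMSO wells with enzyme for no effect and DMSO wells lacking enzyme for full effect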
Target sequence (Q9GZR1 628-1112 limits assumed): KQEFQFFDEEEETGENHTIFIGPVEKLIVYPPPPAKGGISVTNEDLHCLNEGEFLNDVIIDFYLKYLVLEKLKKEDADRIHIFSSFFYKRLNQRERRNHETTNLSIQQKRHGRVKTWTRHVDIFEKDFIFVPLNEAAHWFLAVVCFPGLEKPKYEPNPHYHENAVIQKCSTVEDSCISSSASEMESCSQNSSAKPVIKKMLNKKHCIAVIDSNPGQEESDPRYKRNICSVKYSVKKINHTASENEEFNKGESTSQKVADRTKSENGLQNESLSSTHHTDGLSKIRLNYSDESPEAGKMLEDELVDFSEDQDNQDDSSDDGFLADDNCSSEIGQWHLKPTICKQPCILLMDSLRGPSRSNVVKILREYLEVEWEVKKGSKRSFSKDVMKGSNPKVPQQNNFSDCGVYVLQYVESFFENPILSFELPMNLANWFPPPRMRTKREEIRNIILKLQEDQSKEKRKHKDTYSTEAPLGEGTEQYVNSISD
Apaf-1 inh: blocks human Apaf-1 apoptosome activity. hit rate 0.71% among 330,000. O14727. reconstituted apoptosome caspase-3 activity, DEVD-Rh110 fluorescence. inhibition, % at 20 µM; active = inhibition of at least 40% at 20 µM;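 also: plate controls were DMSO wells for no effect and DEVD-CHO caspase inhibitor wells for full effect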
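Material: reconstituted apoptosome with Apaf-1, cytochrome c, caspase-9, procaspase-3, dATP / Buffer or medium: pH 7.5 Hepes buffer with CHAPS, BSA, DTT / Also added: cytochrome c with DEVD-Rh110 / Schedule: compound with Apaf-1, dATP, procaspase-3 30 min, then 50 min reaction, room temperature / Technique: rhodamine 110 fluorescence at Ex 480/Em 540 nm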
SENP7 inh: SENP7 protease inhibition. AID 434973. hit rate 1.5% among 330,000. recombinant SENP7, Z-RLRGG-aminoluciferin luminescence, 40 min. inhibition, % at 5 µM;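 active = inhibition above about 50% at the single test dose, limit read from the data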;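 also: plate controls were DMSO with enzyme for no effect and no enzyme buffer wells for full effect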
Target sequence (Q9BQF6 706-1050 limits assumed): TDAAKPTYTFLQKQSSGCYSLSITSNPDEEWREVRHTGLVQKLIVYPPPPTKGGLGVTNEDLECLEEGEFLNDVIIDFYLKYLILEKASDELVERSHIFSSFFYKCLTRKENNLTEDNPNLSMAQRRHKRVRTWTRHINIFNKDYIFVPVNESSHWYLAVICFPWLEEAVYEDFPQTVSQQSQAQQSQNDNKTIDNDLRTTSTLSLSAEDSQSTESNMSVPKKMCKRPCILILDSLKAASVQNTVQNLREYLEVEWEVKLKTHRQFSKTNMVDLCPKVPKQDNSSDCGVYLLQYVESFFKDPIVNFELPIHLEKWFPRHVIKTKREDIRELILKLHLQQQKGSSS
SENP8 block-1: blocks human SENP8 cleavage of Nedd8 substrate. recombinant SENP8, Nedd8 substrate fluorescence. inhibition, % at 20 µM. AID 602440. hit rate 0.64% among 360,000; in the data active = inhibition mostly above about 40%, no sharp cut-off; inactive = mostly below about 27%
Target sequence (Q96LD8 whole entry, looked up): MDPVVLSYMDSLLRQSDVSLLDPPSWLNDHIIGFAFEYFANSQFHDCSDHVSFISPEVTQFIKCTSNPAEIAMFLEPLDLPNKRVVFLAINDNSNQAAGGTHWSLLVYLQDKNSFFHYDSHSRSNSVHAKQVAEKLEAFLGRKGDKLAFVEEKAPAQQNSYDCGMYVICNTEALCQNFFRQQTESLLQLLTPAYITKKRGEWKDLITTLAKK
PfG6PD inh: PfG6PD (Plasmodium falciparum) enzyme inhibition. hit rate 0.78% among 350,000. PfGluPho enzyme, NADPH resazurin-diaphorase fluorescence. inhibition, % at 20 µM;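 active = inhibition reaching at least a set limit at 20 µM in the primary screen, cut at about 59% in these data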;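 also: 0% = DMSO wells with substrate and 100% = DMSO wells lacking glucose-6-phosphate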
SENP8 block-2: blocks the human protease SENP8 | Q96LD8 | purified SENP8, Z-RLRGG-aminoluciferin cleavage, luminescence | inhibition, % at 10 µM | hit rate 1.2% among 330,000 | AID 2540; in the data active = inhibition above about 50%
NALP3 yeast inh: inhibitors of NALP3 inflammasome in yeast. Yeast reconstituted NLRP3/ASC/caspase-1, beta-gal luminescence, 24 h. inhibition, % at 10 µM. hit rate 0.39% among 330,000;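 active = inhibition of 50% or more; inactive = inhibition below 50%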;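 also: plate controls were induced DMSO wells for no effect and uninduced yeast grown without galactose for full effect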
SENP1 FRET inh: SENP1 (human) catalytic domain inhibition. Q9P0U3. recombinant SENP1 catalytic domain, CyPet-SUMO1-YPet FRET cleavage. inhibition, % at 10 µM. hit rate 0.21% among 360,000;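 active = inhibition at least 30% at 10 µM, raw YFP signal under a set limit, fluorescence ratio 0.5 to 1.5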;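 also: 0% = enzyme with DMSO and 100% = no enzyme wells; some results filed as inactive read as strong as hits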
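Test system: recombinant human SENP1 catalytic domain, His6-tagged / Medium: pH 8 Tris buffer with EDTA, NaCl, BME, BSA, NP40, catalase / Also added: SUMO1 FRET substrate flanked by Cypet and Ypet, 25 nM / Times: 50 min reaction at room temperature / Signal: FRET, CFP and YFP emission / Control set: no-enzyme low control and enzyme-plus-DMSO high control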
The depositor's hits bear a star; · = no result given.

SMILES	HKDC1 inhibitor	SENP6 block	Apaf-1 inh	SENP7 inh	SENP8 block-1	PfG6PD inh	SENP8 block-2	NALP3 yeast inh	SENP1 FRET inh
O=C(c1cccs1)N1CCCC(N2CCN(c3ccc(F)cc3)CC2)C1 (stereo not drawn)	-3	22	18	-3	14	-4	3	20	2
Nc1nc2c(ncn2COC(CO)CO)c(=O)[nH]1	-2	-28	-10	5	7	-12	4	8	-1
Cc1cc2oc(=O)cc(CN3CCOCC3)c2cc1C(C)C	-3	14	1	-5	-2	-18	0	18	0
Cc1[nH]c(=O)[nH]c(=O)c1S(=O)(=O)N1CCCC(C(=O)N2CCN(c3ccccc3Cl)CC2)C1 (stereo not drawn)	-10	4	10	-12	18	-12	-1	20	0
Cc1cc(C)c2c(n1)SCC(=O)N2CC(=O)Nc1ccc(F)cc1	-4	-4	8	8	-2	-3	1	1	0
COc1cc(-c2csc(N3CCOCC3)n2)cc(OC)c1OC	-12	-8	0	1	18	-4	-5	27	-1
Cc1cc(=O)oc2cc(OCC(=O)N3CCCC(C)C3)ccc12 (stereo not drawn)	-2	-3	-1	4	-271	-10	-6	14	-1
CCCCOc1ccc(C(=O)Nc2ccc(CN3CCOCC3)cc2)cc1	2	18	-4	-2	6	-11	6	30	0
CCc1nnc(NS(=O)(=O)c2ccc(NC(=O)COc3ccc(Cl)c(C)c3)cc2)s1	3	6	-13	2	6	-21	2	1	2
N=c1sccn1CC(=O)Nc1ccccc1Sc1ccccc1	-4	-2	6	8	-4	-8	-1	17	-3
COc1ccc(N2CCN(C(c3cccs3)C(C)NC(=O)C(=O)N3CCCC3)CC2)cc1 (stereo not drawn)	-2	-2	10	-4	26	2	2	2	1
CSCC[C@H](NC(=O)OC(C)(C)C)c1nnc(SCC(=O)N(C)C)o1	-6	-19	-3	3	17	15	2	3	1
NC(CSC(c1ccccc1)(c1ccccc1)c1cccc2ccccc12)C(=O)O (stereo not drawn)	35*	·	·	·	-5	49	·	·	-7
CC(C)C[C@H](N)c1cn([C@@H](Cc2ccc(O)cc2)C(=O)N2CCNCC2)nn1	-3	-2	-2	-1	17	7	6	12	2
O=C(CCCNS(=O)(=O)c1ccc(Br)cc1)N1CC[C@@]2(O)CCCC[C@H]2C1	-6	-17	6	11	4	-1	-10	11	1
CCc1noc(C)c1C(=O)N1CCN(S(=O)(=O)c2c(C)cc(C)cc2C)CC1	-3	4	57*	7	5	4	1	21	-2
Cc1nc2c(ccc3c2ccc2nc(C)sc23)s1	-3	-32	-4	13	·	-11	-6	11	·
Cc1onc(-c2ccccc2)c1C(=O)N1CCN(C/C=C/c2ccccc2)CC1	0	-3	12	0	7	-7	-5	13	1
COCCNC(=O)c1ccc2c(c1)S(=O)(=O)c1cc(Cl)ccc1C2=O	-2	-32	4	-6	6	-5	-6	13	1
C=CCOc1ccc(C2NC(=S)NC(c3ccccc3)=C2C(C)=O)cc1OC (stereo not drawn)	-6	-1	12	-3	-1	-3	-13	19	2
C/C(=N\n1c(C)nc2ccccc2c1=O)c1ccc(C)o1	-3	-22	-3	-2	11	-8	-5	1	2
Cc1cc(C)c(N2CCN(S(=O)(=O)N3CCCCCC3)CC2)c(C)c1	2	2	18	0	18	13	-4	9	-41
CCOc1ccc(C(=O)CCCC(=O)c2ccc(OCC)cc2)cc1	-2	3	0	6	12	-9	5	29	1
COc1ccc(Oc2c(C=O)c3ccccc3n2C)cc1	-8	7	4	2	27	-18	-1	20	-1
Cc1ccc(NC(=O)CC2Oc3ccc(C)cc3NC2=O)cc1 (stereo not drawn)	-7	·	·	·	1	0	·	·	2

In the list so far, these have an NH in an aromatic ring.
SMILES	HKDC1 inhibitor	SENP6 block	Apaf-1 inh	SENP7 inh	SENP8 block-1	PfG6PD inh	SENP8 block-2	NALP3 yeast inh	SENP1 FRET inh
Nc1nc2c(ncn2COC(CO)CO)c(=O)[nH]1	-2	-28	-10	5	7	-12	4	8	-1
Cc1[nH]c(=O)[nH]c(=O)c1S(=O)(=O)N1CCCC(C(=O)N2CCN(c3ccccc3Cl)CC2)C1 (stereo not drawn)	-10	4	10	-12	18	-12	-1	20	0

(continued)
SMILES	HKDC1 inhibitor	SENP6 block	Apaf-1 inh	SENP7 inh	SENP8 block-1	PfG6PD inh	SENP8 block-2	NALP3 yeast inh	SENP1 FRET inh
CC(=O)Nc1ccc(SCC(=O)OCC(=O)NC(=O)NC2CCCC2)cc1	-11	3	-3	2	8	7	-2	7	1
Cc1ccccc1Oc1ncnc2sccc12	-2	11	1	-4	6	-11	0	-54	-1
O=C1/C(=C/c2ccc(Br)cc2)Oc2cc(O)ccc21	2	56*	9	21	-299	5	53*	15	-22
COCCn1c(C)cc(C(=O)CSc2nc3ccccc3c(=O)[nH]2)c1C	2	5	5	2	13	-10	-2	9	-4
CCc1cccc(Nc2cc(C)nc3ncnn23)c1	-8	-7	-10	0	2	-4	-5	-1	0
COc1ccccc1NC(=O)CC1COc2ccccc2O1 (stereo not drawn)	-4	4	-10	4	17	12	7	2	1
O=C(OCCOc1ccc(Br)cc1)c1cnccn1	-3	-1	2	-4	19	1	-3	-5	0
O=C(Cc1ccccc1)N1CCCC(c2nc(-c3ccc(S(=O)(=O)N4CCCC4)cc3)no2)C1 (stereo not drawn)	-4	5	2	-2	16	10	0	5	1
O=C(c1ccccc1F)N1CCN(C(=O)C2CC2)CC1	-7	-4	-7	3	10	-13	-1	-5	3
O=C(CCN1CCN(c2ccccc2)CC1)Nc1cccc(Br)c1	-2	9	13	-7	-1	-4	-1	29	5
COc1ccc(C(=O)C[N+]2(C)CCOCC2)cc1	0	0	-2	1	8	-15	-6	8	2
CCCC1S/C(=N/N=C/c2ccco2)NC1=O (stereo not drawn)	-12	0	-9	-9	14	-17	-11	-4	1
Nc1ccc(S(=O)(=O)Nc2nccc(/C=C/c3ccc(Cl)cc3)n2)cc1	4	-7	-3	5	2	4	-2	12	1
O=C(O)Cc1ccc(NC(=O)c2cccc(NC(=O)c3ccco3)c2)cc1	-7	-27	7	4	6	-23	-2	8	3
Cc1noc(C)c1NC(=O)N(C)C[C@H]1Oc2ccc(NC(=O)Cc3ccccc3)cc2C(=O)N([C@H](C)CO)C[C@@H]1C	-5	0	1	1	10	3	0	17	3
CC(C)(C)[C@H]1C=C(C(=O)NCc2ccccc2)O[C@@H](OCc2ccc(CO)cc2)C1	-1	18	7	3	22	-2	15	25	3
O=C(NCc1ccco1)C1CCN(C(=O)c2ccc(Cl)cc2Cl)CC1	3	5	1	3	6	9	8	10	2
COC(=O)C1C2C=CC3(CN(C(C)C)C(=O)C13)O2 (stereo not drawn)	-1	-1	-7	2	18	4	-3	11	-1
COC(=O)c1ccc(CNC(=O)c2ccc(S(=O)(=O)N3CCCC(C)C3)cc2)cc1 (stereo not drawn)	-1	-10	-7	-4	3	-11	-2	7	0
C=CCOc1ccc(Br)cc1/C=C1\NC(=S)N(C(C)=O)C1=O	-2	-2	1	-3	-193	-21	5	18	-20
Cc1ccccc1Cn1c2ccccc2c2cnn(CC(=O)N3CCN(c4ccccc4)CC3)c(=O)c21	2	·	·	·	-5	23	·	·	-1
CCc1ccc(CN2CCN(c3ncccn3)CC2)cc1	-2	-12	7	1	14	1	-1	19	1
CC(=O)N1CCN(c2ccc(NC(=O)c3ccccc3Cl)cc2)CC1	1	-4	-10	12	18	18	-8	25	2
O=C(NNS(=O)(=O)c1ccccc1F)c1cccc(S(=O)(=O)N2CCOCC2)c1	-4	0	-1	4	13	-2	-5	8	3
COCCN(Cc1cc2ccc(C)cc2n2nnnc12)Cc1nnnn1C(C)(C)C	-1	-8	26	-11	0	22	-6	8	-2

Continuation.
SMILES	HKDC1 inhibitor	SENP6 block	Apaf-1 inh	SENP7 inh	SENP8 block-1	PfG6PD inh	SENP8 block-2	NALP3 yeast inh	SENP1 FRET inh
COc1ccccc1N1CCN(C(=O)C(C)N(c2ccc(C)cc2)S(C)(=O)=O)CC1 (stereo not drawn)	2	-4	5	1	30	0	-1	6	3
COc1ccc(OC)c(NC(=O)CSc2nc(O)cc(=O)n2CC(C)C)c1	1	-9	6	8	20	-15	3	-2	2
COC(=O)c1ccccc1NC(=O)CSc1ccccn1	-7	5	13	12	-12	14	-4	19	1
COc1cccc(/C=N/NC(=O)CCn2cnc3ccccc32)c1	-4	-9	11	3	22	11	-4	18	2
COc1ccc(-n2c(=O)c3ccccc3n(CC(=O)Nc3cccc(OC)c3)c2=O)cc1	2	8	-20	-7	16	7	-1	-12	0
CCOC(=O)c1c(C)sc2c1N(C(=O)CN(CC)CC)c1ccccc1S2	-5	-3	8	4	22	5	6	-14	3
c1ccc2sc(-c3ccncc3)nc2c1	-2	68*	-2	67*	-14	2	36	13	1

Of the compounds above, 10 contain an aryl methoxy group:
SMILES	HKDC1 inhibitor	SENP6 block	Apaf-1 inh	SENP7 inh	SENP8 block-1	PfG6PD inh	SENP8 block-2	NALP3 yeast inh	SENP1 FRET inh
COc1cc(-c2csc(N3CCOCC3)n2)cc(OC)c1OC	-12	-8	0	1	18	-4	-5	27	-1
COc1ccc(N2CCN(C(c3cccs3)C(C)NC(=O)C(=O)N3CCCC3)CC2)cc1 (stereo not drawn)	-2	-2	10	-4	26	2	2	2	1
C=CCOc1ccc(C2NC(=S)NC(c3ccccc3)=C2C(C)=O)cc1OC (stereo not drawn)	-6	-1	12	-3	-1	-3	-13	19	2
COc1ccc(Oc2c(C=O)c3ccccc3n2C)cc1	-8	7	4	2	27	-18	-1	20	-1
COc1ccccc1NC(=O)CC1COc2ccccc2O1 (stereo not drawn)	-4	4	-10	4	17	12	7	2	1
COc1ccc(C(=O)C[N+]2(C)CCOCC2)cc1	0	0	-2	1	8	-15	-6	8	2
COc1ccccc1N1CCN(C(=O)C(C)N(c2ccc(C)cc2)S(C)(=O)=O)CC1 (stereo not drawn)	2	-4	5	1	30	0	-1	6	3
COc1ccc(OC)c(NC(=O)CSc2nc(O)cc(=O)n2CC(C)C)c1	1	-9	6	8	20	-15	3	-2	2
COc1cccc(/C=N/NC(=O)CCn2cnc3ccccc32)c1	-4	-9	11	3	22	11	-4	18	2
COc1ccc(-n2c(=O)c3ccccc3n(CC(=O)Nc3cccc(OC)c3)c2=O)cc1	2	8	-20	-7	16	7	-1	-12	0
